Tau fluor counter – Counterscreen qHTS for Inhibitors of Tau Fibril Formation, Fluorescence Polarization. tau K18 P301L Alexa594 fluorescence, heparin fibrillization. Potency, µM (highest dose often 57.7 µM), for inactives: at the top dose activity change, negative = decrease. 280,000 compounds, 0.93% hits; note: % is set by controls: 0 for no effect and ±100 for the full control effect; nearly all actives have a fitted effect of over 55% in size
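Human tau K18 P301L (15 uM unlabeled, 0.24 uM Alexa 594-labeled) in 100 mM sodium acetate pH 7 with 20 uM heparin, 6 hr at 37 C. ThT 30 uM added, 1 hr ambient; Alexa 594 FP and total fluorescence read at 555/632 nm.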
HTT cytoprotect – qHTS Multiplex Assay to Identify Dual Action Probes in a Cell Model of Huntington: Cytoprotection (ATP); PC12 HTT-Q103 induced, cytoprotection, ATP luminescence, 40 h; AID 1471, 2008; Potency, µM (doses to about 56.4 µM), inactives show cytoprotection (ATP increase), usual class: activators; 230,000 compounds, 0.14% hits;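 note: % of control where 0% means no effect; nearly all actives have a fitted effect of over 45% in size; toxic huntingtin expression switched on by the ecdysone agonist tebufenozide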
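Compounds were screened for protection of PC12 cells against cell death after tebufenozide induction (100 nM final) of mutant Huntingtin exon 1 (Q103) fused to GFP.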
ALDH1A1 block – qHTS Assay for Inhibitors of Aldehyde Dehydrogenase 1 (ALDH1A1). Aldehyde dehydrogenase 1A1 (Homo sapiens), P00352. Purified ALDH1A1, NADH fluorescence, propionaldehyde substrate. Potency, µM (top dose mostly 75.3 µM), for the others: at the highest dose activity, negative = inhibition, actives largely listed as inhibitors. 220,000 compounds, 7.3% hits; active = well fitted inhibition curve with a large enough effect, not every such curve was filed as active; inconclusive = small, poorly fitted or top-dose-only effect, or another doubt; inactive = no such curve, though single readings can be large or run the other way;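 note: plate controls were no enzyme wells and a reference inhibitor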
Target sequence (P00352 whole entry, looked up): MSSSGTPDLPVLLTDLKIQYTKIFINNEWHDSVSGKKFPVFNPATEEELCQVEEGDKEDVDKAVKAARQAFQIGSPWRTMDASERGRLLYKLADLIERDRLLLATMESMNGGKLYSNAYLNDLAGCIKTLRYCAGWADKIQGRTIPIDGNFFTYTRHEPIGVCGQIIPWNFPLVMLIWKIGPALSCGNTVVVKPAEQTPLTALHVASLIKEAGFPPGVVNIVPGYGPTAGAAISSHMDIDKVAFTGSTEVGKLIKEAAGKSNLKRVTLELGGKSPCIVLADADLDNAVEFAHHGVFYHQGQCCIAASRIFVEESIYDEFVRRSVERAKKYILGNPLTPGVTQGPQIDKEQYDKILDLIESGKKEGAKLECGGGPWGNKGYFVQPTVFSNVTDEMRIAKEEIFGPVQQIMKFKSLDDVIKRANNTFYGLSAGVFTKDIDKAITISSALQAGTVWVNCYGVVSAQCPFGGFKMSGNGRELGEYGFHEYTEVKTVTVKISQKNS
SMN2 splice enh – qHTS Assay for Enhancers of SMN2 Splice Variant Expression; HEK293 SMN2-luciferase splicing reporter, luminescence, 30-36 h; Potency, µM (doses to about 46.1 µM), for the others: at the top dose activity change, positive = activation, most hits filed as activators; 210,000 compounds, 2.8% hits; note: % of control where 0% means no effect; nearly all actives have a fitted effect of over 55% in size
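HEK293 cells carry an SMN2 minigene-luciferase reporter in which exon 7 inclusion puts luciferase in frame. Cells were seeded at 2000 cells/well, attached for 10-12 hours, then exposed to compounds for 30-36 hours at 37C before ONE-Glo luminescence.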
HTT aggregate – qHTS Multiplex Assay to Identify Dual Action Probes in a Cell Model of Huntington: Aggregate Formation (GFP); PC12 HttQ103-GFP aggregates, Acumen cytometry, 40 h; Potency, µM (doses to about 46.1 µM), for inactives: at the top dose activity change, negative = inhibition, usual class: inhibitors; 220,000 compounds, 1.1% hits; note: % is set by controls: 0 for no effect and ±100 for the full control effect; nearly all actives have a fitted effect of over 60% in size
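Ecdysone-promoter PC12 model expressing HTT exon 1 Q103 fused to GFP, induced by tebufenozide at 100 nM final. Compounds titrated; aggregates sized 1–25 µm scored on a 488 nm laser cytometer.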
JMJD2E inh – qHTS Assay for Inhibitors of Human Jumonji Domain Containing 2E (JMJD2E). Lysine-specific demethylase 4E (Homo sapiens), B2RXH2. JMJD2E catalytic domain, FDH-coupled NADH fluorescence (FDH is formaldehyde dehydrogenase). Potency, µM (doses to about 57.1 µM), without a hit: top-dose activity change, negative = inhibition, usual class: inhibitors. 230,000 compounds, 1.6% hits. AID 2147, 2009; active = well fitted inhibition curve with a large enough effect, not every such curve was filed as active; inconclusive = small, poorly fitted or top-dose-only effect, or another doubt; inactive = no such curve, though single readings can be large or run the other way;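 note: 0% = wells with enzyme and -100% = buffer wells without enzyme; nearly all actives have a fitted effect of over 50% in size; many of its hits are not listed in these tables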
Target sequence (B2RXH2 1-337 limits assumed): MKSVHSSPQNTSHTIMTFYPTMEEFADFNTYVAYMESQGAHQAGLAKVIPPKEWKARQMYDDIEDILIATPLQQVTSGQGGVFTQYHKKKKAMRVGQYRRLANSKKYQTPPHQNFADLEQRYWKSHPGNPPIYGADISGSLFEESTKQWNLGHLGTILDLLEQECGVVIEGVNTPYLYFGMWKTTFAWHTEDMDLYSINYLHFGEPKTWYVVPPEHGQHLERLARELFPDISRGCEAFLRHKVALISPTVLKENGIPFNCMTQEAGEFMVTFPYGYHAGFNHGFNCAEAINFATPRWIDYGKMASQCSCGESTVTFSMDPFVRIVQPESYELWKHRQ
Tau fibril FP – qHTS for Inhibitors of Tau Fibril Formation, Fluorescence Polarization | Microtubule-associated protein tau (Homo sapiens), P10636 | K18 P301L tau heparin fibrillization, Alexa594 FP, 6 h | Potency, µM (doses to about 57.7 µM), without a hit: at the top dose activity, negative = inhibition, usual class: inhibitors | 280,000 compounds, 0.39% hits; note: % is set by controls: 0 for no effect and ±100 for the full control effect; nearly all actives have a fitted effect of over 55% in size
Target sequence (P10636 561-689 P618L limits assumed): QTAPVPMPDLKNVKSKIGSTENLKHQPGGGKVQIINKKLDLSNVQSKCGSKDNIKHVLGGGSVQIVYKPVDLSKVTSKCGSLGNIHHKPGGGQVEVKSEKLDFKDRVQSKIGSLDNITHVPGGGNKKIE
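FP of Alexa 594-tau after heparin (20 uM) induction. Substrate: human K18 P301L, 15 uM unlabeled, 0.24 uM labeled. Buffer 100 mM sodium acetate pH 7. 6 hr, 37 C.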
Tau fibril ThT – qHTS for Inhibitors of Tau Fibril Formation, Thioflavin T Binding; Microtubule-associated protein tau (Homo sapiens), P10636; recombinant tau K18 P301L (four-repeat tau fragment), heparin-induced fibrillization, ThT fluorescence; Potency, µM (doses to about 57.4 µM), inactives show top-dose activity, negative = inhibition, most hits filed as inhibitors; 270,000 compounds, 2.1% hits; AID 1460, 2008; note: % is set by controls: 0 for no effect and ±100 for the full control effect; nearly all actives have a fitted effect of over 55% in size
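Aggregation was driven by heparin (20 uM final) acting on recombinant tau […] bearing P301L in 100 mM sodium acetate pH 7; fibrils were detected with Thioflavin T.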
* hit, by the source's call; ? = inconclusive; / = not tested or not shown; [ ] = another dose, or the depositor's remark. Unless noted, calls come from the whole dose curve; as a rule, active = well fitted curve in the direction sought with a large enough effect; inconclusive = small, poorly fitted or top-dose-only effect, or another doubt; inactive = no such curve, though single readings can be large; an effect the other way counts as inactive or inconclusive. Potency is the fitted concentration of half-maximal effect. This is a subset. The share of hits here may be higher or lower than overall.

SMILES	Tau fluor counter	HTT cytoprotect	ALDH1A1 block	SMN2 splice enh	HTT aggregate	JMJD2E inh	Tau fibril FP	Tau fibril ThT
CCOC(=O)CSCc1c(C#N)c2ccccc2n1C	-2%	-15%	3%	-13%	5%	-2%	-9%	9%
CC(C)(C)OC(=O)NCCCC[C@H](NC(=O)c1[nH]cnc1C(=O)Nc1ccc(CNC(=O)OC(C)(C)C)cc1)C(=O)OC(C)(C)C	?	-2%[10 µM]	/	/	-11%[9.22 µM]	?	?	?
O=C1CSC(c2ccccc2F)N1 (stereo unspecified)	-7%	24%[10 µM]	/	/	-21%[9.22 µM]	7%	13%	/
O=C(N/N=C/c1ccc(-c2ccc(Cl)c(C(=O)O)c2)o1)c1cc2c(ccc3ccccc32)o1	?	-1%[10 µM]	/	/	-10%[9.22 µM]	-4%	?	/
COc1ccccc1CNC(=O)c1ccc2c(=O)n(CCCN3CCCC3=O)c(=S)[nH]c2c1	-19%	-38%[inhibitor]	2µM*	-33%[inhibitor]	-29%	4%	?	-7%
COc1cccc(-n2c(SCC(=O)OC(C)C)nnc2-c2cccnc2)c1	1%	11%[10 µM]	-6%	0%	3%	3%	-7%	5%
COc1ccc(CCN2C(=O)CC(Cc3ccc(C)cc3)C2=O)cc1OC (stereo unspecified)	-14%	7%[10 µM]	-8%	/	-7%[9.22 µM]	-9%	0%	-17%
CCn1cc(S(=O)(=O)Nc2cc(F)ccc2C)cn1	0%	16%	-13%	4%	3%[9.22 µM]	-1%	5%	5%
CCO[C@H]1OC(C(=O)N2CCN(Cc3ccc4c(c3)OCO4)CC2)=C[C@@H](c2ccc(Br)cc2)[C@@H]1CCCO	7%	?	-6%	/	19%[9.22 µM]	-4%	7%	-15%
Cc1nn(C)c(C)c1NS(=O)(=O)c1ccccc1	-2%	-5%	4%	10%	-11%	2%	0%	-6%
COC(=O)c1ccc(N=NNc2cccc(Br)c2)cc1	?	-13%[10 µM]	1%	5µM*	-18%	3%	-6%	?
CCOC(=O)c1c(NC(=O)c2cc(-c3ccc(OC)cc3)on2)sc(C)c1C	-8%	/	/	-2%	/	/	-5%	?
CC(C)c1nc(N2CCN(C(=O)c3ccccc3)CC2)c(C#N)c2c1COC(C)(C)C2	5%	-13%	?	20%	14µM*	?	10%	-16%
CC(C)n1nc(C(=O)OCC(=O)N(C)C2CCS(=O)(=O)C2)c2ccccc2c1=O (stereo unspecified)	1%	-11%	6%	-4%	-6%	6%	-5%	0%
O=C(CN1C(=O)NC(Cc2ccccc2)C1=O)NC(=O)NC1CCCCC1 (stereo unspecified)	-4%	-20%	?	27%	6%	5%	-5%	-1%
COc1ccc2oc(C(F)(F)C(F)F)cc(=O)c2c1	-7%	18%	?	-9%	13%	?	2%	-6%
C=CCOC(=O)Nc1c(C(=O)OC)[nH]c2ccc(Cl)cc12	-21%	6%	?	-15%	-2%	?	6%	-4%
COc1cccc(CN2CCNC(=O)C2CC(=O)NCCn2ccc3ccccc32)c1OC (stereo unspecified)	-6%	2%[10 µM]	?	15%	-3%[9.22 µM]	?	-4%	?
Cc1cccc(/C=C(\c2nc3ccccc3[nH]2)S(=O)(=O)c2ccccc2)c1	6%	?	22%	-106%[inhibitor]	?	-6%	-2%	11%
Cc1ccnc(NS(=O)(=O)c2ccc(NC(=O)COc3ccccc3)cc2)n1	-6%	/	6%	14%	-9%	-7%	-3%	-7%
O=C(NCC1CCCO1)C(c1ccc(F)cc1)N(Cc1ccc(F)cc1)C(=O)Cn1nnc(-c2cccs2)n1 (stereo unspecified)	-7%	11%[10 µM]	?	-15%	7%	4%	-5%	0%
CC1CCN(C(=O)c2ccc(S(=O)(=O)Cc3ccccc3F)c([N+](=O)[O-])c2)CC1	-18%	15%[10 µM]	?	-19%	?	-5%	3%	-15%
O=C(COc1ccccc1Cl)Nc1cccnc1	-1%	-14%[10 µM]	-4%	/	-11%[9.22 µM]	3%	0%	-4%
CC(=O)c1cn(CCCCCCCn2cc(C(C)=O)c(=O)[nH]c2=O)c(=O)[nH]c1=O	-5%	/	16%	1%	-5%	-1%	-9%	-2%
CC1(C)CN=C(NC2CCCCC2)S1	6%	-2%	5%	2%	-7%	-10%	-6%	7%
O=C(NC1CCCCC1)N1CCN(C2CCCCC2)CC1	3%	20%	-6%	12%	2%	6%	-4%	-8%
Cc1cc(C)c2oc(C(=O)Nc3sc4c(c3C(=O)NCc3ccco3)CCCC4)cc(=O)c2c1	-3%	/	/	4%	/	/	-11%	-5%
Cc1cc(C(F)F)n2nc(C(=O)Nc3cccc(Cl)c3C)nc2n1	-2%	/	/	-6%	/	/	8%	-9%
CS(=O)(=O)N1CCc2cc(S(=O)(=O)Nc3ccc4c(c3)OCCO4)ccc21	-7%	8%[10 µM]	-12%	/	?	6%	2%	-8%
CCOc1ncccc1C(=O)N(C)CC(=O)Nc1ccc(C)cc1	-5%	-6%[1.9 µM]	5%	17%	8%	4%	0%	-5%
CC(C)C(=O)NC(=S)NCC(=O)c1ccccc1	2%	-4%	?	-16%	8%	0%	4%	2%
O=S(=O)(c1ccc(F)cc1)N(CC(O)Cn1c2ccccc2c2ccccc21)c1ccccc1 (stereo unspecified)	?	/	/	-31%[inhibitor]	/	/	-16%	-6%
Cc1cccc(N2C(=O)C(Cc3ccccc3)NC2=S)c1 (stereo unspecified)	-11%	-3%[10 µM]	9%	5%	5%	2%	-5%	-13%
COc1cccc(Cn2c(NCc3ccc(C)cc3)nc3c2c(=O)n(C)c(=O)n3C)c1	-24%	/	/	6%	/	/	11%	-2%
COc1ccc(CC(=O)Nc2nc(C)cs2)cc1OC	-1%	-14%	7%	-45%[inhibitor]	-30%	?	-8%	-5%
Cc1cc(N/C=C(\C#N)S(=O)(=O)c2ccc(Cl)cc2)nc(C)n1	-2%	2%[10 µM]	/	/	-13%[9.22 µM]	-1%	6%	2%
COCCN(C(=O)C1CCCC1)c1c(N)n(Cc2ccccc2)c(=O)[nH]c1=O	6%	/	15%	19%	-7%	2%	6%	7%
CC(=O)Nn1c(-c2ccccc2)cc2ccccc21	-9%	10%	?	-29%	-7%	?	-2%	-11%
CC1(c2ccc([N+](=O)[O-])c(CS(=O)(=O)c3ccccc3)c2)OCCO1	-5%	-20%	?	-6%	14%	-3%	0%	1%
CSc1cccc(NC(=O)c2cnccn2)c1	-14%	9%	0%	21%	20%	8%	-5%	-16%
C/C(=N\NC(=O)C12CCC(C)(C(=O)O1)C2(C)C)c1ccccc1O (stereo unspecified)	1%	29%[10 µM]	/	/	-13%[9.22 µM]	8.9µM*	3%	0%
O=C(N/N=C/c1cccnc1)c1cc2c(ccc3ccccc32)o1	-27%	23%[10 µM]	?	-13%	-13%	?	?	?
Cc1ccc(NC(=O)CCn2nnc3ccccc32)c(C)c1	-3%	12%[10 µM]	1%	/	34%[9.22 µM]	-2%	-5%[2.34 µM]	-6%
Cc1ccc(NC(=O)CNCC2CCCCC2)cc1S(=O)(=O)N(C)C	-3%	4%[10 µM]	/	/	-2%[9.22 µM]	-25%	-2%	0%
CC(=O)Nc1ccc(Oc2nc(-c3ccccn3)nc3ccccc23)cc1	-17%	8%[10 µM]	/	/	17%[9.22 µM]	6%	-11%	-20%
Cn1cc(/C=C/C(=O)N2CCCC(C(=O)c3cccc4ccccc34)C2)cn1 (stereo unspecified)	-2%	-13%[10 µM]	/	/	3%[9.22 µM]	2%	0%	0%
CCCN1C(=O)c2cc(C(=O)Nc3ccccc3OC)ccc2C1Nc1ccccc1OC (stereo unspecified)	-18%	-50%[inhibitor][10 µM]	/	/	-21%[9.22 µM]	?	8%	/
O=C(Cc1ccccc1)NN1C(=O)/C(=C/c2ccccc2C(=O)O)SC1=S	0%	5%	?	/	13%	5%	-12%	?

Compound profiles, from the list above. Order of screens: Tau fluor counter | HTT cytoprotect | ALDH1A1 block | SMN2 splice enh | HTT aggregate | JMJD2E inh | Tau fibril FP | Tau fibril ThT
Cc1ccc(NC(=O)CNCC2CCCCC2)cc1S(=O)(=O)N(C)C is listed with -3% | 4%[10 µM] | / | / | -2%[9.22 µM] | -25% | -2% | 0%
O=C(N/N=C/c1cccnc1)c1cc2c(ccc3ccccc32)o1 is listed with -27% | 23%[10 µM] | ? | -13% | -13% | ? | ? | ?
O=C(Cc1ccccc1)NN1C(=O)/C(=C/c2ccccc2C(=O)O)SC1=S is listed with 0% | 5% | ? | / | 13% | 5% | -12% | ?
Cc1ccc(NC(=O)CCn2nnc3ccccc32)c(C)c1 is listed with -3% | 12%[10 µM] | 1% | / | 34%[9.22 µM] | -2% | -5%[2.34 µM] | -6%
CC(=O)Nc1ccc(Oc2nc(-c3ccccn3)nc3ccccc23)cc1 is listed with -17% | 8%[10 µM] | / | / | 17%[9.22 µM] | 6% | -11% | -20%
